Compound activity from PubChem BioAssay.
D1 PAM = Potentiators of Human D1 Dopamine Receptor: qHTS; D(1A) dopamine receptor (Homo sapiens), P21728; HEK293 TREx D1 cells, calcium flux, dopamine EC20 potentiation; potentiation, % at 10 µM; 360,000 tested, 0.036% active; in the data active means potentiation above about 30%; further: 0% is about no effect
Target sequence (P21728 whole entry, looked up): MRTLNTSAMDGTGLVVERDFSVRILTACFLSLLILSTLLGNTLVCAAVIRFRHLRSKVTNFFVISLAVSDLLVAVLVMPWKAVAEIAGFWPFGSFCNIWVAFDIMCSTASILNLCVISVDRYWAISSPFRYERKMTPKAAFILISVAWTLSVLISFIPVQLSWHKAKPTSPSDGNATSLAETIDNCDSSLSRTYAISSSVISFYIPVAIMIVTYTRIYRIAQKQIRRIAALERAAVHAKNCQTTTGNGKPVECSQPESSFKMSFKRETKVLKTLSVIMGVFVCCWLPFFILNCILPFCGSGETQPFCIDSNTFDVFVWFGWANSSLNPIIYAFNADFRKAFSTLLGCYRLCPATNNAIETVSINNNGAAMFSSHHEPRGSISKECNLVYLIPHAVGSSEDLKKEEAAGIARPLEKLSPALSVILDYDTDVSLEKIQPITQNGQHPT
TRHR enhancer = qHTS for Small Molecule Agonists and Allosteric Enhancers of Human TRH Receptor: Primary Screen for Enhancers; Thyrotropin-releasing hormone receptor (Homo sapiens), P34981; enhancement, % at 2 µM; TRHR cells, fluo-8 calcium fluorescence, EC20 TRH enhancement; 360,000 tested, 0.66% active; in the data active means enhancement above about 30%; further: 0% is about no effect
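Enhancer read-out: after compound pinning and an initial kinetic agonist-mode read, an EC20 of TRH (10 nM final) was injected and fluo-8 calcium signal (Ex 480/Em 530) followed at 1 s/cycle for 100 cycles in TRHR-expressing cells.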
D2 PAM = HTS Assay for Positive Allosteric Modulators of the Human D2 Dopamine Receptor: Primary Screen for Potentiators. D(2) dopamine receptor (Homo sapiens), P14416. HEK293 T-REx D2, calcium flux, EC20 dopamine potentiation. potentiation, % at 10 µM. 340,000 tested, 0.34% active;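 active means potentiation over 3 SD above the plate norm, cut at about 30% in these data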; further: 0% is about no effect
Target sequence (P14416 whole entry, looked up): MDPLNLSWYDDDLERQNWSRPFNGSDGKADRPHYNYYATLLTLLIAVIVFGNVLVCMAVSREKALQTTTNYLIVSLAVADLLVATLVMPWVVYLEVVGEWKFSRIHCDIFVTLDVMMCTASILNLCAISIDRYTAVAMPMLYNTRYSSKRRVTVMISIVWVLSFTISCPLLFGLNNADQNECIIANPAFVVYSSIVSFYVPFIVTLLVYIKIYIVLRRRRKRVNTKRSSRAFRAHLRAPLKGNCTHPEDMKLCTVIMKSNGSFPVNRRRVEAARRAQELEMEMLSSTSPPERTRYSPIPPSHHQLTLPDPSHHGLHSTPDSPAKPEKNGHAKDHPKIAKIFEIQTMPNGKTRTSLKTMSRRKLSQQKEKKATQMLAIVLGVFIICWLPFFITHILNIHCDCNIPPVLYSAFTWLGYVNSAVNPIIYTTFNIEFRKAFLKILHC
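Potentiation of an EC20 dopamine calcium response is measured in a force-coupled, tetracycline-inducible Hek293 Trex D2 line. Compound-only kinetic reads over 180 s flag agonists before dopamine addition.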
D1 antagonist = Antagonist of Human D 1 Dopamine Receptor: qHTS; HEK293 TREx D1 cells, calcium flux, dopamine EC80; stronger effect = lower value; 360,000 tested, 3.2% active; AID 504652, 2011; D(1A) dopamine receptor (Homo sapiens), P21728; activity change, negative = inhibition, % at 10 µM; in the data active means activity change below about -30%; further: on the % scale 0 is the no-effect control and ±100 the full control effect
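Kinetic fluorescence of a calcium dye serves as the read-out. D1-expressing Hek293 Trex cells, induced overnight at 30 C, are exposed to compound for 180 s before an EC80 dopamine addition, then read 180 s further.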
TRHR ag = qHTS for Small Molecule Agonists and Allosteric Enhancers of Human TRH Receptor: Primary Screen for Agonists; Thyrotropin-releasing hormone receptor (Homo sapiens), P34981; TRHR cells, calcium flux fluo-8, FDSS agonist mode; activation, % at 2 µM; 360,000 tested, 0.18% active; AID 493084, 2011; in the data active means activation above about 30%; further: 0% is about no effect
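Fluo-8-loaded TRHR cells; 10 s baseline, compound added, kinetic Ca2+ fluorescence read 1/s, agonist mode.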
RXFP1 ag = qHTS Assay for Agonists of the Relaxin Receptor RXFP1 | HEK293T-RXFP1 cAMP TR-FRET, 30 min; response scale: percent of porcine relaxin response, buffer zero | Potency, µM (doses to about 57.5 µM), for the others: at the top dose activation, hits mostly activators | 370,000 tested, 0.3% active | AID 2676, 2010; further: potency means the concentration at half of the fitted maximal effect; on the % scale 0 is the no-effect control and ±100 the full control effect; nearly all actives have a fitted effect of over 60% in size; many of its hits are not listed in these tables
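HEK293T cells stably expressing RXFP1 were pretreated with the PDE4 inhibitor Ro 20174, exposed to compounds for 30 min at 37C, lysed, and cAMP was read by TR-FRET. Data normalized to buffer (basal) and 29 nM porcine relaxin (100%).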
D1 ag = Allosteric Agonists of the Human D1 Dopamine Receptor: qHTS; HEK293 T-REx D1 cells, calcium flux, agonist mode; AID 504660, 2011; activation, % at 2 µM; D(1A) dopamine receptor (Homo sapiens), P21728; 360,000 tested, 1% active; in the data active means activation above about 30%; further: 0% is about no effect
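Inducible HEK293 T-REx D1 cells, force-coupled to calcium signalling, were plated at 4000 cells/well with tetracycline and held overnight at 30 C. After no-wash calcium dye loading, compound-evoked calcium rise over 180 s flagged agonists.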
RXFP1 antag = qHTS Assay for Antagonists of the Relaxin Receptor RXFP1; Relaxin receptor 1 (Homo sapiens), Q9HBX9; HEK293-RXFP1, relaxin-stimulated cAMP HTRF, 30 min; stronger effect = lower value; activity change, negative = inhibition, % at 57.5 µM; 350,000 tested, 0.59% active; AID 1259400, 2018;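 active means activity change of -60% or lower, but not beyond a set lower limit; inconclusive means change between -60% and -40%, or beyond the set limit; inactive means change above -40%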; further: on the % scale 0 is the no-effect control and ±100 the full control effect
Apoferritin bind = qHTS Assay for Identification of Novel General Anesthetics; apoferritin/1-aminoanthracene competitive binding, fluorescence; Potency, µM (doses to about 77.5 µM), inactives show at the highest dose activity change, negative = displacement, usual class: inhibitors; 350,000 tested, 0.074% active; further: potency means the concentration at half of the fitted maximal effect; on the % scale 0 is the no-effect control and ±100 the full control effect; nearly all actives have a fitted effect of over 20% in size
Target sequence (P02791 2-175 limits assumed): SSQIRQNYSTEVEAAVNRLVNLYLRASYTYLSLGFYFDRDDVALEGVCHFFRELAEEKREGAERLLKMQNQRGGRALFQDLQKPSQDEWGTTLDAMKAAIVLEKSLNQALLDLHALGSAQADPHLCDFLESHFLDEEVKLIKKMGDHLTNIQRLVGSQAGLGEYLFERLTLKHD
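10 uM apoferritin + 50% sat. 1-AMA, PBS; cpd 10 min RT; Ex380/Em535 endpoint; normalized to free probe vs complex; 4-param Hill fit; propofol titration as pos. ctrl.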
Numbers without * were called inactive; ? = inconclusive; / = not tested or not shown; [ ] = dose if it differs, or a comment. Unless noted, the call rests on the fitted dose curve; in most records, active means well fitted curve in the direction sought with a large enough effect; inconclusive means small, poorly fitted or top-dose-only effect, or another doubt; inactive means no such curve, though single readings can be large; an effect the other way counts as inactive or inconclusive. Only part of the results is shown; the hit share may differ from the screen's.

molecule,D1 PAM,TRHR enhancer,D2 PAM,D1 antagonist,TRHR ag,RXFP1 ag,D1 ag,RXFP1 antag,Apoferritin bind
CCS(=O)(=O)N1Cc2ccccc2CC1C(=O)Nc1ccc(C)cc1 (centres undefined),-5,-1,18,-9,-0.5,4.1%,-3,-6,-13%
CN(C)c1cccc2c(S(=O)(=O)N3CCOCC3)cccc12,-5,-7,0,-3,-1.2,11%,-1,5,6%
Cc1nc(CNS(=O)(=O)c2cccs2)cs1,2,-6,/,-1,0.7,2.1%,5,-7,-8%
C[C@H](NS(=O)(=O)c1ccc(Cl)cc1)C(=O)OCC(=O)NC(=O)Nc1ccc2c(c1)OCCO2,-4,-3,12,-10,0.8,-1.1%,4,4,-10%
O=C(COC(=O)c1ccc(Cl)nc1)Nc1c(Cl)cccc1C(F)(F)F,-2,-5,-15,2,0.5,0.1%,1,4,/
CCN(CC(=O)Nc1ccccc1-c1ccccc1)Cc1nc2ccccc2c(=O)[nH]1,-5,-9,-7,-12,-0.3,-0.6%,-1,-12,-8%
CC(C)(C)CN1CCNC(=O)C1CC(=O)N1CCN(c2ccccc2)CC1 (centres undefined),-3,-2,-12,-16,1.1,2.1%,3,7,-3%
O=C(OCc1ccc(Cl)c(Cl)c1)c1cccnc1Cl,1,-7,20,3,-0.4,-3.0%,-2,-5,4%
CS(=O)(=O)N1CCN(C(=O)c2ccc(-c3ccccc3)cc2)CC1,4,-6,-2,-6,0.0,0.2%,3,-9,5%
Cn1c(=O)n(CC(=O)NC2CCCCC2)c(=O)c2ccccc21,-4,-1,-6,-7,-0.2,4.7%,1,-3,-4%
O=S(=O)(N/N=C/c1ccc(OC2CSC2)cc1)c1ccccc1,-5,2,3,11,-1.8,1.2%,47*,1,-3%
CN(C)S(=O)(=O)c1ccc(C(=O)N2CCN=C2SCc2cccnc2)cc1,-4,-3,2,-6,0.2,0.9%,11,6,-22%
CC(C)OC(=O)c1c(NC(=O)C2CC=CCC2C(=O)O)sc2c1CCCCC2 (centres undefined),-9,-4,/,3,0.1,12%,1,-13,-17%
COc1ccccc1N1CCN(C(=O)c2onc(C)c2Cl)CC1,4,-3,8,-1,0.1,0.8%,4,1,-14%
COc1ccc(C(=O)NC2CCCc3ccccc32)cc1[N+](=O)[O-] (centres undefined),-4,6,2,-23,-0.5,-0.5%,4,-12,-24%
CCOC(=O)Cn1c(=O)n(-c2ccc(Cl)cc2)c2nc(-c3ccc(Cl)cc3)nc(C(N)=O)c21,3,1,10,12,0.0,4.4%,2,/,-4%
Cc1ccc(-c2nc(CCNC(=O)C(=O)Nc3ccc(C)c(Cl)c3)cs2)cc1,-5,12,-4,-25,0.1,2.0%,0,-2,6%
NC1=NC(=Nc2ccc(Cl)cc2)c2ccccc21,-14,-4,/,-41*,-0.2,0.0%,1,-17,-13%
CCc1ccc(OCC(=O)N(Cc2ccc(C(C)C)cc2)C2CCS(=O)(=O)C2)cc1 (centres undefined),5,5,-5,4,0.8,0.9%,3,-38,0%
OC(COc1ccc2c(c1)CCC2)CN1CCN(c2cccc(Cl)c2)CC1 (centres undefined),0,9,-28,-1,1.7,0.3%,2,-17,15%
CCNC(=S)N/N=C/c1cn(Cc2ccc(F)cc2)c2ccccc12,-10,-16,-5,0,-1.1,3.5%,3,8,0%
CCOc1cc(/C=N/NC(=O)CN(CCc2ccccc2)S(=O)(=O)c2ccc(NC(C)=O)cc2)ccc1O,-1,0,-17,8,0.3,0.4%,4,-15,8%
CCOC(=O)C1(CCOc2ccccc2)CCN(Cc2ccc(CO)o2)CC1,-6,-4,-14,2,-0.4,-1.7%,8,6,-14%
Cc1c(C#N)c2ncn(Cc3ccccc3)c(=O)c2n1-c1ccccc1,3,10,-5,13,0.0,1.8%,-1,6,-20%
O=C(CSc1ncc(C(F)(F)F)cc1Cl)N1CCN(S(=O)(=O)c2ccccc2)CC1,-5,-8,-2,1,-0.2,0.2%,4,-9,-18%
Cc1ccc(-n2c(=O)c3c(C)c(C(=O)N(C)C)sc3n(Cc3ccccc3C)c2=O)cc1C,0,0,4,-4,-0.5,0.5%,1,-17,-1%
CC(C)CCN1C(=O)C2(OCCCO2)c2cc(Cl)ccc21,0,0,6,1,-0.3,0.6%,-1,-39,-1%
Cc1ccc(N2CC(C(=O)Nc3cccnc3)CC2=O)cc1C (centres undefined),2,-6,-5,0,0.1,1.3%,0,-1,-1%
Cc1ccc(S(=O)(=O)N(Cc2ccccc2)c2ccccc2C(=O)NCc2cccnc2)cc1,-6,2,1,-38*,-1.0,4.6%,3,/,-18%
COCCSc1ccccc1C(=O)Nc1ccc2c(c1)OCCO2,-1,10,0,4,-0.6,-0.5%,0,-8,-10%

Next entries follow.
molecule,D1 PAM,TRHR enhancer,D2 PAM,D1 antagonist,TRHR ag,RXFP1 ag,D1 ag,RXFP1 antag,Apoferritin bind
COc1ccccc1NC(=O)NC1(C(=O)NCC2CCCO2)CCCCC1 (centres undefined),-8,14,/,-2,0.4,3.8%,2,1,1%
COc1ccccc1/C=C/C=N/NC(=O)c1ccco1,-4,-5,-7,8,0.3,1.6%,2,-28,0%
COc1ccc(-n2cnnc2SCC(=O)Nc2nc(C)c(Cl)cc2Cl)cc1,2,2,1,-13,0.0,0.3%,0,-6,?
CCc1ccc(-c2csc(NC(=O)C3CC(=O)N(c4ccc5c(c4)OCCO5)C3)n2)cc1 (centres undefined),1,19,3,-14,0.7,1.0%,2,-8,-19%
CN(Cc1ccccc1)Cc1ccccc1F,3,15,14,9,-1.2,2.7%,1,-8,?
O=C(CN(Cc1ccc(F)cc1)C(=O)C1CSC(=O)C1)NC1CCCCC1 (centres undefined),1,-9,4,-8,-0.3,0.4%,-1,-15,-7%
Cc1noc(NS(=O)(=O)c2ccc(NC(=O)CCC3CCCC3)cc2)c1C,-5,11,-11,/,-0.4,2.1%,-2,-1,-12%
CN1CCN(C(c2cc3cc4c(cc3[nH]c2=O)OCCO4)c2nnnn2C2CCCC2)CC1 (centres undefined),4,7,0,7,-0.3,1.4%,0,/,-7%
O=C(NC(Cc1ccccc1)C(=O)O)/C(=C/c1ccccc1)NC(=O)c1ccc(Br)o1 (centres undefined),1,7,18,12,-1.1,0.1%,-1,6,-9%
COC(=O)c1ccc(NC(=O)CS(=O)(=O)Cc2ccccc2)cc1,-9,-2,0,0,-0.3,2.6%,6,-6,-8%
CCOc1ncccc1C(=O)Nc1cccc(-c2nc3cccnc3s2)c1,6,-1,0,5,-0.6,-45%[inhibitor],1,-6,4%
O=C(/C=C\NCC(=O)c1ccccc1)c1ccc(F)cc1,-1,5,-3,6,0.3,0.7%,2,18,-14%
Cc1ccc(NC(=O)COC(=O)CNC(=O)c2ccc(Br)cc2)c(C)c1,0,1,8,-19,0.6,-2.6%,1,-9,1%
COc1ccc(CCNC(=O)c2ccc3c(c2)nc2n3CCCCC2)cc1OC,3,-1,3,-7,0.0,0.4%,1,-37,74%[activator]
O=S(=O)(CCc1ccncc1)C1Cc2cccc3cccc1c23 (centres undefined),-6,-1,1,-16,0.1,3.4%,0,-8,-4%
CCn1cc(/C=N/NC(=O)c2cc3c(ccc4ccccc43)o2)c2ccccc21,-1,7,35*,-26,0.3,0.1%,-1,/,6%
COc1ccccc1NC(=O)/C=C/C(N)=O,-3,0,-1,19,-0.1,-2.7%,1,21,-3%
CCCCCCCc1ccc(-c2ccc(O)cc2)nc1,1,1,-7,-9,0.5,1.7%,1,1,?
Cc1oc(-c2cccc(Cl)c2)nc1CN1CCC(C(=O)N2CCN(c3ccccc3F)CC2)CC1,4,1,-17,-8,14,0.1%,11,-22,3%
Nc1nnc(SCC(=O)Nc2ccc(N3CCOCC3)c(Cl)c2)s1,-1,13,0,-37*,-2.2,0.1%,9,5,-15%
COc1ccc(C2=Nn3c(nnc3C3CCCCC3)SC2)cc1OC,4,9,15,-14,-1.0,2.7%,1,9,-13%
CC(=O)c1cccc(NC(=O)Cc2noc3ccccc23)c1,-1,6,8,7,0.0,-0.7%,-1,-9,-3%
CC(C)CCOCC(=O)Nc1cccc(C(=O)O)c1,3,12,-3,10,-2.1,0.6%,1,-9,-3%
O=C(NCc1ccc2c(c1)OCO2)c1sccc1Br,0,8,-18,1,0.0,9.4%,3,-3,?
COCCNC(=O)c1nn(-c2ccc(C)cc2)c(=O)n(C)c1=O,-1,-5,0,-2,0.5,-0.8%,0,6,7%
CCn1c(CNC(=O)c2ccccc2Br)nnc1SCC(=O)NC1=NCCS1,-7,4,0,3,0.2,0.4%,3,-7,8%
NC(=O)CCC(NS(=O)(=O)c1ccc(Cl)cc1)C(=O)NCC1CCCCC1 (centres undefined),-1,0,1,0,-1.0,2.5%,0,-9,-14%
CCOC(=O)c1cc(-c2ccccc2)n(CC(=O)NCc2ccc(C)cc2)c1C,-6,-1,-9,-3,0.7,-2.1%,3,0,-5%
Cc1cc(-c2nnc(SCC(=O)NC3CCCC3)o2)no1,0,0,-2,5,-0.4,1.8%,1,0,-9%

Profiles from above.
`CC(C)CCOCC(=O)Nc1cccc(C(=O)O)c1` reads D1 PAM = 3; TRHR enhancer = 12; D2 PAM = -3; D1 antagonist = 10; TRHR ag = -2.1; RXFP1 ag = 0.6%; D1 ag = 1; RXFP1 antag = -9; Apoferritin bind = -3%
`COC(=O)c1ccc(NC(=O)CS(=O)(=O)Cc2ccccc2)cc1` reads D1 PAM = -9; TRHR enhancer = -2; D2 PAM = 0; D1 antagonist = 0; TRHR ag = -0.3; RXFP1 ag = 2.6%; D1 ag = 6; RXFP1 antag = -6; Apoferritin bind = -8%
